Screens (PubChem)
Rac1 GTP hydrolysis: MgcRacGAP GTPase-activating activity inhibitors, confirmation, biochemical, ADP Hunter fluorescence. 0.6% of 340,000 active. MgcRacGAP-stimulated Rac1 GTP hydrolysis, ADP Hunter fluorescence; higher % means a stronger effect; GST-tagged Rac1 F28L mutant substrate. inhibition, % at 30 µM, or IC50 in µM where a hit was titrated. AID 624330;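 active = first-screen hits whose inhibition reached a set limit at any dose in the follow-up dose series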;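 also: fluorescence reports GDP produced by GAP-driven GTP hydrolysis; strong numbers were not always called active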
Hep lipid drop: modulators of hepatic lipid droplet formation; 0.4% of 240,000 active; AML12 mouse hepatocytes, oleate lipid droplets, BODIPY imaging; inhibition, % at 6.5 µM;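 active = lipid droplet intensity inhibited by at least 50%, with more than 500 cells counted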
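Test system: AML12 hepatocytes (mouse); reagent: oleate loading, 100 µM; dosing: one dose, 6.5 µM compound; incubation: overnight exposure; signal: fluorescence imaging, 20x objective, two fields per well; read-out basis: % inhibition of corrected integrated BODIPY droplet signal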
GPR55 beta-arrestin: selective activators of receptor GPR55 – imaging, U2OS cells, beta-arrestin-GFP redistribution, primary screen (AID 1961); U2OS GPR55 beta-arrestin-GFP redistribution imaging; higher % means a stronger effect; one-dose activation, % at 10 µM; EC50 in µM for titrated hits; 0.048% of 290,000 active;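 active = activation above 40% with more than 50 cells counted in the well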;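 also: U2OS osteosarcoma cells stably expressing GPR55 and beta-arrestin-GFP; plate controls were DMSO negative control for no effect and LPI positive control for full effect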
GPR55 LPI antagonism: inhibition of LPI-stimulated GPR55 beta-arrestin translocation – imaging, U2OS, beta-arrestin-GFP, LPI agonist, primary screen (AID 2013); U2OS GPR55 beta-arrestin-GFP translocation imaging, LPI antagonism; higher % means a stronger effect; 0.13% of 290,000 active; one-dose inhibition, % at 10 µM; IC50 in µM for titrated hits;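 active = spots per cell inhibited over 60%, with over 100 cells counted and total cytoplasm intensity under 500,000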;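 also: U2OS cells stably carrying GPR55 and arrestin-GFP stimulated by 5 µM LPI near EC80; imaged beta-arrestin-GFP aggregate spots per cell after agonist stimulation; plate controls were LPI-stimulated DMSO wells for no effect and DMSO wells without LPI for full effect; some results filed as inactive read as strong as hits; confirmed hits need IC50 under 10 µM and bright autofluorescent wells are also inconclusive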
NTR1 ag: agonists of NTR1, primary screen, imaging, U2OS cells, beta-arrestin-GFP, high content (AID 493036); activation, % at 20 µM; NTR1-U2OS beta-arrestin-GFP spot imaging, agonist mode; 0.17% of 330,000 active;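 active = activation at or above 40% of the spot to cytoplasm intensity ratio, with at least 20 cells analyzed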;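 also: 0% = DMSO without peptide and 100% = 100 nM NTR1 peptide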
Target sequence (P30989 whole entry, looked up): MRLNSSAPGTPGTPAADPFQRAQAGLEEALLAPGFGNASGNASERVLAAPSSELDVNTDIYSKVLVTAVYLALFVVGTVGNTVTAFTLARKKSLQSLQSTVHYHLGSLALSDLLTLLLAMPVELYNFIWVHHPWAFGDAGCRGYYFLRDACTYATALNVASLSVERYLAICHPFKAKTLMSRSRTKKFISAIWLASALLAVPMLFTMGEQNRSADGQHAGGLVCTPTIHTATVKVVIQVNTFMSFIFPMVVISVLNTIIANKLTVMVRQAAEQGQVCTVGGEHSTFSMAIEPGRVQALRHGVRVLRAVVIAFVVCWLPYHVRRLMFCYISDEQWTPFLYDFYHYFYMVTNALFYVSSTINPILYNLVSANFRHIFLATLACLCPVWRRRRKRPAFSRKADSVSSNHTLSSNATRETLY
GPR35 arrestin U2OS: GPR35 antagonists blocking zaprinast-driven arrestin recruitment, primary screen, imaging, U2OS, beta-arrestin-GFP, zaprinast agonist (AID 2058); 0.052% of 290,000 active; one-dose inhibition, % at 10 µM; IC50 in µM for titrated hits; U2OS GPR35 beta-arrestin-GFP translocation imaging, zaprinast antagonism; higher % means a stronger effect;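 active = inhibition of at least 50% with at least 30 cells and total cytoplasm GFP at most 10,000,000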
LYP inhibition: PTPN22 lymphoid phosphatase activity blockers – biochemical, fluorescence intensity, uHTS (AID 1779). 0.054% of 290,000 active. inhibition, % at 11.5 µM, or IC50 in µM where a hit was titrated. recombinant LYP phosphatase, fluorescence intensity; higher % means a stronger effect; in the data active = inhibition above about 50%;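 also: plate controls were vehicle with enzyme for no effect and no enzyme for full effect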
T cell modulator: modulates CD8 T cell binding to vesicles; 0.068% of 330,000 active; calls only at 7 µM; AID 2052; 2C CD8+ T cell-vesicle binding, flow cytometry; hits give low values;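 active = response, share of CD8 T cells binding vesicles, and their 90th percentile fluorescence all below set limits, cut at about 80% in these data, passing the limit was not always enough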
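Read-out – percent CD8+ FL2 mean versus row control · System – murine 2C transgenic CD8+ T lymphocytes · Times – 1.5 h cell–vesicle binding at 37 °C, then 20 min icy labelling · Control set – naked vesicles low, QL9 vesicles with vehicle high · Detection – cytometric PE anti-B7-1 and Alexa647 anti-CD8 signals after 1% paraformaldehyde fixation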
Large T inhibition: TAg ATPase/helicase activity blockers – biochemical (AID 1903) | SV40 large T antigen ATPase/helicase inhibition assay; higher % means a stronger effect | inhibition, % at 20 µM, or IC50 in µM where a hit was titrated | 0.39% of 310,000 active; in the data active = a potency from the dose series; also: strong numbers were not always called active
Hep lipid drop cells 6.5 µM: second read-out of Hep lipid drop, no call of its own (marks repeat the call); cell count; measured here: cell count, cytotoxicity flag;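 cells counted across two imaged fields per well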
T cell modulator vesicle-bound %: second read-out of T cell modulator, no call of its own (marks repeat the call); double positive events, %; measured here: CD8+ vesicle-bound cell fraction;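 binding gate set so that unloaded-vesicle control wells show 10% double positive cells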
NTR1 ag cell count 20 µM: second read-out of NTR1 ag, no call of its own (marks repeat the call); cell count; measured here: cell count, cytotoxicity flag
* marks the source's active call; other numbers are inactive results; i = inactive; / = not tested or not shown.

SMILES	Rac1 GTP hydrolysis	Hep lipid drop	Hep lipid drop cells 6.5 µM	GPR55 beta-arrestin	GPR55 LPI antagonism	NTR1 ag	NTR1 ag cell count 20 µM	GPR35 arrestin U2OS	LYP inhibition	T cell modulator	T cell modulator vesicle-bound %	Large T inhibition
COc1ccccc1N(C)S(=O)(=O)c1ccc(C(=O)OCC(=O)N(C(C)C)C(C)C)cc1	9%	-7	675	-0.3%	6%	1.5	49	-6%	-2%	i	35	1%
CCC(OCC(O)CN1CCN(CCN2C(=O)c3cccc4cccc(c34)C2=O)CC1)c1ccccc1 (stereo not given)	13%	-32	643	0.0%	11%	1.4	44	15%	-8%	i	41	17%
O=C(NCc1ccccn1)C1CCN(Cc2cccc(OCc3ccccc3)c2)CC1	16%	1	659	0.3%	5%	0.9	61	7%	-6%	i	54	9%
Cc1ccc(OCC(=O)Nc2ccc(N3CCN(C(=O)c4ccco4)CC3)cc2)cc1C	10%	-39	723	-0.1%	13%	3.9	49	7%	6%	i	50	14%
CCCCn1c(N)c(N(CCOC)C(=O)CSc2ccccc2C)c(=O)[nH]c1=O	2%	/	/	/	/	0.6	73	/	/	i	27	22%
COc1ccc(N=CC2=C(O)c3ccccc3C2=O)c(OC)c1	13%	/	/	-0.1%	14%	0.9	62	3%	-10%	i	3	0%
CCOc1ccc(C(=O)OCC(=O)NC2CCCC2)cc1OCC	/	46	829	0.0%	-5%	-0.4	78	16%	1%	i	53	6%
CCCCOc1nc2ccccc2nc1C(C#N)S(=O)(=O)c1ccccc1 (stereo not given)	5%	29	784	-0.2%	3%	4.7	54	0%	-10%	i	17	0%
CN(C)/C=C/C(=O)c1cc(N2CCOCC2)ccc1[N+](=O)[O-]	2%	8	723	-0.3%	5%	0.6	68	5%	0%	i	44	11%
COc1ccc(C(=S)N2CCCCCC2)cc1	10%	2	735	-0.4%	3%	-1.7	61	-14%	-5%	i	8	14%
O=c1c2c(-c3cccs3)csc2[nH]c(=S)n1-c1ccccc1	11%	/	/	-0.1%	15%	-0.5	59	18%	-4%	i	51	10%
CCCCCCNC(=O)c1cn(CC)c2cc(N3CCN(C)CC3)c(F)cc2c1=O	/	53*	734*	-0.1%	-13%	4.6	86	23%	-7%	i	21	6%
COc1ccc(C(=O)/C=C2\Sc3ccccc3N2C)cc1	/	2	685	0.5%	11%	0.6	61	11%	-1%	i	64	5%
Cc1[nH]c2ccccc2c1C(c1ccccn1)N1CCC(C(N)=O)CC1 (stereo not given)	7%	/	/	1.2%	-2%	2.4	46	60%	-8%	i	42	36%
CCc1ccc(-c2cc(C(=O)NCCCn3ccnc3)c3ccccc3n2)s1	/	-9	542	0.5%	7%	-0.4	72	8%	-12%	i	33	4%
CCCCOc1ccc(C(=O)N/C(=C/C=C/c2ccccc2)C(=O)NC)cc1	-8%	0	714	-0.2%	7%	1.8	59	7%	-2%	i	28	10%
O=C(Nc1ccc(N2CCOCC2)c([N+](=O)[O-])c1)c1ccco1	-3%	-17	659	-0.1%	-5%	0.3	56	-3%	-3%	i	61	-5%
CCCCCCn1c(SCC(=O)Nc2cc(C)on2)nc2ccccc2c1=O	1%	68*	615*	-0.2%	15%	-1.5	56	-5%	-5%	i	43	4%
Cc1ccc(-c2nc3ncccn3c2Nc2ccccc2C)o1	6%	2	729	0.1%	11%	0.3	72	-6%	-3%	i	68	13%
Cc1cccc(C)c1NC(=O)C(c1ccc(Cl)cc1Cl)N1CCCCC1 (stereo not given)	4%	/	/	0.3%	-5%	7.0	65	1%	-2%	i	37	-11%

Eleven entries from above, reformatted.
| smiles | Rac1 GTP hydrolysis | Hep lipid drop | Hep lipid drop cells 6.5 µM | GPR55 beta-arrestin | GPR55 LPI antagonism | NTR1 ag | NTR1 ag cell count 20 µM | GPR35 arrestin U2OS | LYP inhibition | T cell modulator | T cell modulator vesicle-bound % | Large T inhibition |
| --- | --- | --- | --- | --- | --- | --- | --- | --- | --- | --- | --- | --- |
| COc1ccccc1N(C)S(=O)(=O)c1ccc(C(=O)OCC(=O)N(C(C)C)C(C)C)cc1 | 9% | -7 | 675 | -0.3% | 6% | 1.5 | 49 | -6% | -2% | i | 35 | 1% |
| CCC(OCC(O)CN1CCN(CCN2C(=O)c3cccc4cccc(c34)C2=O)CC1)c1ccccc1 (stereo not given) | 13% | -32 | 643 | 0.0% | 11% | 1.4 | 44 | 15% | -8% | i | 41 | 17% |
| O=C(NCc1ccccn1)C1CCN(Cc2cccc(OCc3ccccc3)c2)CC1 | 16% | 1 | 659 | 0.3% | 5% | 0.9 | 61 | 7% | -6% | i | 54 | 9% |
| Cc1ccc(OCC(=O)Nc2ccc(N3CCN(C(=O)c4ccco4)CC3)cc2)cc1C | 10% | -39 | 723 | -0.1% | 13% | 3.9 | 49 | 7% | 6% | i | 50 | 14% |
| CCCCn1c(N)c(N(CCOC)C(=O)CSc2ccccc2C)c(=O)[nH]c1=O | 2% | / | / | / | / | 0.6 | 73 | / | / | i | 27 | 22% |
| COc1ccc(N=CC2=C(O)c3ccccc3C2=O)c(OC)c1 | 13% | / | / | -0.1% | 14% | 0.9 | 62 | 3% | -10% | i | 3 | 0% |
| CCOc1ccc(C(=O)OCC(=O)NC2CCCC2)cc1OCC | / | 46 | 829 | 0.0% | -5% | -0.4 | 78 | 16% | 1% | i | 53 | 6% |
| CCCCOc1nc2ccccc2nc1C(C#N)S(=O)(=O)c1ccccc1 (stereo not given) | 5% | 29 | 784 | -0.2% | 3% | 4.7 | 54 | 0% | -10% | i | 17 | 0% |
| CN(C)/C=C/C(=O)c1cc(N2CCOCC2)ccc1[N+](=O)[O-] | 2% | 8 | 723 | -0.3% | 5% | 0.6 | 68 | 5% | 0% | i | 44 | 11% |
| COc1ccc(C(=S)N2CCCCCC2)cc1 | 10% | 2 | 735 | -0.4% | 3% | -1.7 | 61 | -14% | -5% | i | 8 | 14% |
| O=c1c2c(-c3cccs3)csc2[nH]c(=S)n1-c1ccccc1 | 11% | / | / | -0.1% | 15% | -0.5 | 59 | 18% | -4% | i | 51 | 10% |

(further entries)
SMILES	Rac1 GTP hydrolysis	Hep lipid drop	Hep lipid drop cells 6.5 µM	GPR55 beta-arrestin	GPR55 LPI antagonism	NTR1 ag	NTR1 ag cell count 20 µM	GPR35 arrestin U2OS	LYP inhibition	T cell modulator	T cell modulator vesicle-bound %	Large T inhibition
CCn1c(=O)n(CC)c2cc(N3CCCC3)c(NC(=O)c3ccccc3)cc21	91µM*	6	759	-0.1%	3%	7.0	50	6%	-7%	i	24	31%
COc1ccc(-c2nc(C#N)c(NC(C)C)o2)cc1	5%	/	/	0.2%	3%	1.5	45	2%	-14%	i	30	0%
O=[N+]([O-])c1ccc(-n2nnnc2CN2CCOCC2)cc1	9%	4	738	-0.1%	19%	2.0	32	2%	-6%	i	56	25%
Cc1cccc(NC(=O)[C@@H]2CCCN2C(=O)OC(C)(C)C)c1	6%	2	805	-0.1%	-5%	1.7	38	-2%	-3%	i	20	7%
COc1ccc(NC(=O)CN(C)C(=O)C(CCSC)NC(=O)c2ccccc2)cc1 (stereo not given)	9%	-9	746	-0.2%	0%	1.6	52	8%	-4%	i	39	15%
COc1ccc(NC(=O)CN2C(=O)/C(=C3\SC(=S)N(CCC(=O)O)C3=O)c3ccccc32)cc1	5%	-1	687	-0.2%	-12%	0.4	57	-1%	69%*	i	27	23%
COc1cccc(-c2nc(CS(=O)(=O)CC(=O)N3CCOCC3)c(C)o2)c1	6%	-15	775	-0.1%	-6%	-0.4	65	8%	-10%	i	3	7%
Cc1cc2c(=O)[nH]c(Cc3ccccc3)nc2s1	5%	17	628	0.2%	11%	0.5	40	2%	-5%	i	44	1%
COc1ccc(CCNc2ccc(C)cc2)cc1	19%	4	763	0.6%	-4%	0.4	26	2%	-1%	i	29	15%
Cc1ccc2c(c1C)NC(=O)CC(c1ccccc1O)=N2	4%	15	637	-0.1%	6%	-0.8	58	-6%	0%	i	33	21%
CCOc1cc(/C=N\NC(=O)Cn2nnc3ccccc32)ccc1O	28%	16	701	-0.7%	4%	-0.3	83	6%	2%	i	37	13µM*
O=C(Nc1ccc(F)c(Cl)c1)Nc1csc2ccccc12	4%	-16	679	0.3%	9%	22	40	15%	-2%	i	25	7%
CN(C)/C(=N\S(=O)(=O)c1ccccc1)c1ccc(Cl)cc1	/	3	829	0.0%	6%	2.0	39	-12%	-4%	i	32	6%
C=CCN(CC=C)C(=O)c1cccc(S(=O)(=O)N2c3ccccc3CC2C)c1 (stereo not given)	4%	-36	620	-0.1%	15%	2.8	54	-5%	-1%	i	34	12%
Cn1c(C(=O)N2CCCC(C(=O)NCc3cccs3)C2)cc2sccc21 (stereo not given)	7%	5	770	0.3%	14%	-0.7	64	11%	-3%	i	13	-3%
CCCc1cc(=O)[nH]c(SCC(=O)NCc2ccc3c(c2)OCO3)n1	7%	-9	778	0.1%	6%	0.8	49	8%	-4%	i	50	5%
S=c1nc(-c2csc3c2CCCC3)[nH][nH]1	10%	-18	736	-0.1%	7%	3.5	47	-8%	2%	i	22	13%
O=S(=O)(Cc1ccccc1)Nc1ccc(Br)cn1	-7%	-5	740	-0.1%	-5%	-0.7	40	4%	-2%	i	47	0%
Nc1nonc1-n1nnc(C(=O)N/N=C/c2ccc(F)cc2)c1-c1cccs1	6%	-2	680	-0.1%	11%	3.0	47	-15%	-8%	i	24	-5%
NC(=O)COC(=O)c1ccc2noc(-c3ccccc3)c2c1	11%	/	/	-0.1%	-9%	-0.5	84	0%	-8%	i	34	11%
CCOC(=O)Cn1cc(/C=C(\C#N)C(=O)N2CCOCC2)c2ccccc21	6%	-129	695	0.1%	-9%	-0.6	54	-7%	-4%	i	36	13%
